# ER stress rescue – rescue of cells from ER stress-induced death, primary screen, 384-well, CSM14.1, thapsigargin, ATP luminescence (AID 1222); CSM14.1 thapsigargin-induced death rescue, ATP luminescence; higher % means a stronger effect; one-dose cellular ATP content (survival), % at 20 µM; EC50 in µM for titrated hits; 190,000 tested, under 10 active;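 active = EC50 below 50 µM in the dose-response confirmation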;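 note: death triggered by thapsigargin at about 15 µM added after 2 h compound pretreatment; cell ATP read after overnight thapsigargin exposure of roughly 18 to 22 hours; normalized against plate controls of thapsigargin alone and 5% DMSO vehicle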
# Large T inhibition – SV40 large T antigen inhibitors, biochemical (AID 1903); actives 0.39% (n = 310,000); inhibition, % at 20 µM, or IC50 in µM where a hit was titrated; SV40 large T antigen ATPase/helicase inhibition assay; higher % means a stronger effect; in the data active = a potency from the dose series; note: strong numbers were not always called active
# XIAP displacement – XIAP antagonists, biochemical, IAP family, fluorescence polarization (AID 1018); E3 ubiquitin-protein ligase XIAP (Homo sapiens); XIAP BIR domain, fluorescence polarization peptide displacement; higher % means a stronger effect; displacement, % at 20 µM; hits with a dose series show IC50 in µM; actives 0.007% (n = 200,000); in the data active = displacement above about 50%; note: a part of the inactive calls stands beside numbers as strong as those of hits
# K1F lysis inhibition – inhibition of K1F phage lysis, E. coli UTI89, bacterial capsule biogenesis inhibitors, alamar blue (AID 488966) | E. coli UTI89 K1F phage lysis, alamar blue, 2 h; higher % means a stronger effect | inhibition, % at 100 µM, or IC50 in µM where a hit was titrated | actives 0.02% (n = 340,000);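 active = phage lysis inhibition, versus mean bacterial control, above a set limit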;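 note: capsule biogenesis inhibitors block K1F phage lysis so surviving cells raise fluorescence; higher fluorescence means more inhibition of phage lysis; actives were called in the ten point dose series up to 300 µM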
# West Nile antiviral – West Nile virus antiviral activity, cell-based, CPE readout (AID 1621); West Nile virus-infected cells, CPE inhibition; higher % means a stronger effect; actives 0.02% (n = 290,000); CPE inhibition, % at 10 µM, or IC50 in µM where a hit was titrated; in the data active = a potency from the dose series; note: strong numbers were not always called active
# WT yeast gro inh – growth inhibition of WT strain, primary screen, mitochondrial fusion inhibitor project, WT and mutant strains, chemical genetic | mitochondrial fusion phenotypic screen | inhibition, % at 10 µM | actives 2.1% (n = 190,000); in the data active = inhibition above about 58%; tested in S. cerevisiae
# Yfh1-depleted yeast – enhancers of respiration in Yfh1-depleted yeast, dose response, Friedreich's ataxia, plus single-dose screen (AID 1465) | S. cerevisiae Yfh1-off respiration, WST-1 reduction, 72 h; higher fold induction means a stronger effect | one-dose fold induction at 50 µM; EC50 in µM for titrated hits | actives 0.074% (n = 220,000);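 active = fold induction of absorbance versus untreated yeast above a set limit, then at least 30% activation at any dose in follow-up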;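 note: activators that raise dye reduction in frataxin-depleted yeast; strong numbers were not always called active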
# RSV antiviral HEp-2 – RSV antiviral activity via CPE protection, HEp-2 cells, primary 10 µM value included (AID 2391) | HEp-2 cells, RSV-induced CPE inhibition; higher % means a stronger effect | one-dose CPE inhibition, % at 10 µM; IC50 in µM for titrated hits | actives 0.13% (n = 310,000); in the data active = a potency from the dose series; note: strong numbers were not always called active
# NS5 inhibitors – Dengue-2 NS5 methyltransferase inhibitors, primary screen, biochemical, confirmation dose response (AID 588689). Genome polyprotein (Dengue virus type 2 (strain 16681-PDK53)). actives 0.3% (n = 340,000). Dengue-2 NS5 methyltransferase capping enzyme assay, biochemical; higher % means a stronger effect. inhibition, % at 25 µM, or IC50 in µM where a hit was titrated; in the data active = a potency from the dose series
# WT yeast gro inh mutant strain – second read-out of WT yeast gro inh, no call of its own (marks repeat the call); inhibition, %; mitochondrial fusion phenotypic screen, mutant strain inhibition
# NS5 inhibitors pilot replicate – second read-out of NS5 inhibitors, no call of its own (marks repeat the call); inhibition, %; measured here: pilot screen replicate inhibition
# Starred values were filed as active, the others as inactive; i = inactive; / = not tested or not shown; [ ] = another dose, or the depositor's remark.
SMILES,ER stress rescue,Large T inhibition,XIAP displacement,K1F lysis inhibition,West Nile antiviral,WT yeast gro inh,WT yeast gro inh mutant strain,Yfh1-depleted yeast,RSV antiviral HEp-2,NS5 inhibitors,others
N=c1sccn1CC(=O)NC(c1ccccc1)c1ccccc1,-0.9%,10%,-6.2%,1.3%,0.8%,-10,2,i,-1.2%,1%,
CC(C)CC(=O)Nc1ccccc1Oc1ccccc1,6.2%,12%,-3.5%,3.7%,-1.0%,8,15,i,1.6%,-5%,
CCC1CCCCN1CCCNC(=O)CCNC(=O)Cn1cnc2ccccc2c1=O (stereo unspecified),/,1%,/,1.0%,0.3%,/,/,/,0.5%,-3%,
CCN(CC)CCn1c2c(c(SCC(=O)Nc3nc4ccccc4s3)nc1=O)CCC2,/,9%,/,1.0%[50 µM],/,/,/,/,1.1%,-1%,
COC(=O)CCC(=O)NC(=S)Nc1ccc(S(=O)(=O)Nc2cc(OC)nc(OC)n2)cc1,-1.6%,3%,-4.3%,7.1%,-0.7%,-4,27,i,1.1%,-3%,
COc1ccc(C)cc1NC(=O)CN1C(=O)COc2ccc(S(=O)(=O)N3CCOCC3)cc21,/,5%,/,0.9%,-0.1%,/,/,/,0.1%,-4%,
O=C(COc1ccc(S(=O)(=O)N2CCOCC2)cc1Cl)NCCN1CCOCC1,/,6%,/,0.4%,0.0%,/,/,/,0.5%,-4%,
Cc1cc(NC(=O)c2cccc(S(=O)(=O)N3CCOCC3)c2)no1,3.9%,4%,-7.1%,0.2%,0.0%,3,-12,i,1.2%,-6%,
Nc1ccc2nc3c(=O)n(CCc4ccccc4)c(=O)[nH]c3nc2c1,/,18%,/,/,1.5%,/,/,i,0.7%,/,
COc1ccc(C(=O)/C=C/c2ccc(OC)c(COc3ccc(F)cc3)c2)cc1,-1.8%,6%,-24%,-0.3%[50 µM],0.9%,-11,-10,i,2.4%,-3%,
CC1=C(C(=O)OCc2ccccc2)C(c2ccoc2)C(C#N)=C(N)O1 (stereo unspecified),-0.2%,5%,-6.5%,1.3%,-0.2%,-3,-4,i,0.8%,-14%,
NC(=O)c1ccc(NC(=O)CN2CCN(Cc3ccccc3)CC2)cc1,/,-8%,/,0.1%,-0.4%,/,/,/,0.3%,-3%,
O=c1c2ccccc2nnn1COc1ccc(Cl)cc1Br,0.7%,5%,-4.5%,2.8%,-1.0%,-23,8,i,0.6%,-7%,
COc1ccccc1CC(=O)N1CCN(c2cccc(C(F)(F)F)c2)CC1,-0.4%,14%,-4.7%,-0.1%[50 µM],0.3%,16,-2,i,0.2%,-1%,
CCOC(=O)C1CCCN(CC(=O)Nc2c(C(=O)OC)[nH]c3ccc(C)cc23)C1 (stereo unspecified),0.1%,16%,-2.9%,4.4%,-0.9%,-3,2,i,6.0%,-1%,
CCSc1nnc2n1C(C)(C)Cc1ccccc1-2,0.0%,5%,-3.7%,4.9%,/,-9,-3,/,1.3%,-2%,
COC(=O)C1(C)NC(c2ccccc2OC)C2C(=O)N(c3ccccc3)C(=O)C21 (stereo unspecified),/,4%,/,0.6%,-0.2%,/,/,/,0.5%,-7%,
COc1ccc(C)cc1NC(=O)CN1CCN(CC(=O)Nc2ccccc2F)CC1,-2.2%,6%,-1.0%,0.4%,/,11,24,/,20%,-4%,
CC(=O)c1ccc(N2CCN(C(=O)C(=O)c3c(C)[nH]c4ccccc34)CC2)cc1,/,25%,/,1.1%,-0.3%,/,/,/,19%,-1%,
CCCc1ccc(OCc2ccc(C(=O)NN)o2)c(OC)c1,/,7%,/,0.3%,-1.3%,/,/,/,3.9%,-5%,
Cc1[nH]c(C)c(S(=O)(=O)Nc2ccc(F)cc2Cl)c1C(=O)N1CCCC1,/,5%,/,0.1%,-0.3%,/,/,/,2.4%,-14%,
CC(C)C(NC(=O)C12CC3CC(CC(C3)C1)C2)C(=O)O (stereo unspecified),-1.1%,11%,-2.9%,0.1%,1.3%,-35,-13,i,0.5%,-9%,
CC1CN(C(=S)NC(=O)c2cccc([N+](=O)[O-])c2)CC(C)O1 (stereo unspecified),-0.4%,2%,-5.6%,0.1%,0.0%,11,9,i,1.2%,-9%,
CCCC(=O)Nc1nnc(CC(=O)OCC)s1,-0.7%,9%,3.7%,0.7%,-0.2%,-8,-8,i,1.4%,0%,
C=CCN(C(=O)CCC(=O)Nc1cc(C)on1)C(C(=O)NC(C)(C)CC)c1cccc(OC)c1OC (stereo unspecified),/,5%,/,0.3%,-1.0%,/,/,/,0.9%,-1%,

# An excerpt from above in order of molar mass, falling:
SMILES,ER stress rescue,Large T inhibition,XIAP displacement,K1F lysis inhibition,West Nile antiviral,WT yeast gro inh,WT yeast gro inh mutant strain,Yfh1-depleted yeast,RSV antiviral HEp-2,NS5 inhibitors,others
C=CCN(C(=O)CCC(=O)Nc1cc(C)on1)C(C(=O)NC(C)(C)CC)c1cccc(OC)c1OC (stereo unspecified),/,5%,/,0.3%,-1.0%,/,/,/,0.9%,-1%,
Cc1[nH]c(C)c(S(=O)(=O)Nc2ccc(F)cc2Cl)c1C(=O)N1CCCC1,/,5%,/,0.1%,-0.3%,/,/,/,2.4%,-14%,
COC(=O)C1(C)NC(c2ccccc2OC)C2C(=O)N(c3ccccc3)C(=O)C21 (stereo unspecified),/,4%,/,0.6%,-0.2%,/,/,/,0.5%,-7%,

# The main list resumes, repeating the 5 entries before the break.
SMILES,ER stress rescue,Large T inhibition,XIAP displacement,K1F lysis inhibition,West Nile antiviral,WT yeast gro inh,WT yeast gro inh mutant strain,Yfh1-depleted yeast,RSV antiviral HEp-2,NS5 inhibitors,others
Cc1[nH]c(C)c(S(=O)(=O)Nc2ccc(F)cc2Cl)c1C(=O)N1CCCC1,/,5%,/,0.1%,-0.3%,/,/,/,2.4%,-14%,
CC(C)C(NC(=O)C12CC3CC(CC(C3)C1)C2)C(=O)O (stereo unspecified),-1.1%,11%,-2.9%,0.1%,1.3%,-35,-13,i,0.5%,-9%,
CC1CN(C(=S)NC(=O)c2cccc([N+](=O)[O-])c2)CC(C)O1 (stereo unspecified),-0.4%,2%,-5.6%,0.1%,0.0%,11,9,i,1.2%,-9%,
CCCC(=O)Nc1nnc(CC(=O)OCC)s1,-0.7%,9%,3.7%,0.7%,-0.2%,-8,-8,i,1.4%,0%,
C=CCN(C(=O)CCC(=O)Nc1cc(C)on1)C(C(=O)NC(C)(C)CC)c1cccc(OC)c1OC (stereo unspecified),/,5%,/,0.3%,-1.0%,/,/,/,0.9%,-1%,
CCOC(=O)c1ccc(NC(=O)CS(=O)(=O)c2cn(CC)c3ccccc23)cc1,-1.4%,10%,-1.9%,0.0%,-0.2%,-5,-31,i,5.5%,-7%,
Cc1ccc(N(CCC#N)C(=O)CSc2ccc3c(c2)OCCO3)cc1,-0.7%,7%,-22%,0.5%,-0.6%,17,-3,i,-1.4%,-6%,
CCCOc1ccc(C(=O)O)cc1,/,5%,/,-0.2%,0.6%,/,/,i,0.2%,-13%,
Cc1cccc(C)c1NC1=C(Cl)C(=O)OC1OC(=O)c1ccccc1 (stereo unspecified),0.1%,3%,-7.4%,-0.3%,0.0%,13,-14,i,0.0%,-8%,
Cn1c(=O)oc2cc(S(=O)(=O)N3CCN(C(=O)c4ccco4)CC3)ccc21,/,/,/,-0.4%,-0.2%,/,/,i,0.1%,-8%,NS5 inhibitors pilot replicate=-4.0
O=C(c1cccc2ccccc12)C1CCCN(C(=O)C2CCOCC2)C1 (stereo unspecified),/,24%,/,0.2%,-0.5%,/,/,i,1.3%,1%,
O=C(Cc1ccc(Cl)cc1)NNC(=O)Nc1cccc2ccccc12,-1.6%,-1%,-2.4%,0.5%,-0.1%,-3,12,i,-0.1%,-4%,
Oc1ccc(Br)cc1C=Nc1ccc2c3c(cccc13)CC2,0.6%,12%,0.2%,0.7%,1.4%,-1,13,i,4.6%,-5%,
CNC(=O)NC1CCCCc2sccc21 (stereo unspecified),2.2%,4%,-4.0%,-0.1%,-0.2%,6,16,i,0.2%,-3%,
Cc1ccc(C)c(N2CCN(C(=O)c3ccc(Cn4c(=O)[nH]c5ccccc5c4=O)cc3)CC2)c1,0.3%,26%,-1.1%,1.3%,0.3%,40,15,i,-0.9%,-3%,
CCOC(=O)CN1CC23C=CC(O2)C(C(=O)NCc2ccc(C)cc2)C3C1=O (stereo unspecified),-0.7%,13%,-0.5%,0.5%,0.1%,10,3,i,0.8%,-4%,
CCn1c(=O)c(C(=O)Nc2ccc(C)cc2)c(O)c2ccccc21,/,5%,/,0.2%,-1.9%,/,/,/,7.5%,4%,
COc1cc(F)ccc1CN1CCC(C(=O)Nc2ccc(Oc3ccccc3)nc2)CC1,/,19%,/,0.0%,-1.0%,/,/,/,21%,0%,
COc1ccccc1NC(=O)c1cnc(SC)nc1,/,22%,/,0.2%,-0.3%,/,/,/,0.5%,0%,
COC(=O)CC/C(C)=N\Nc1ccc([N+](=O)[O-])cc1[N+](=O)[O-],3.2%,4%,-7.1%,6.9%,-1.1%,8,2,i,-0.2%,-7%,
O=C(CSCC(=O)NCc1ccco1)NCc1ccco1,-3.7%,-4%,1.6%,1.7%,-0.8%,-16,-2,i,1.0%,-2%,
CCOc1ccc(CCNC(=O)c2c(C)noc2C)cc1OCC,/,18%,/,1.1%[50 µM],/,/,/,/,-1.1%,4%,
CCOC(=O)c1cnc2ccc(F)cc2c1Nc1ccc2c(c1)OCCO2,-1.3%,9%,-5.5%,-2.9%,-0.7%,6,-12,i,4.9%,1%,
CCCn1c(SC/C(O)=C(\C#N)c2nc3ccccc3[nH]2)n[nH]c1=O,0.1%,7%,-7.8%,0.1%,-0.3%,-45,9,i,1.3%,-17%,
COc1ccccc1NC(=O)CCn1c(=O)sc2ccccc21,0.8%,7%,-3.6%,0.2%,-0.6%,-10,-16,i,2.1%,-7%,
CC(C)Cn1c(=O)c(C(=O)NCc2ccc3c(c2)OCO3)c(O)c2ccccc21,/,-15%,/,0.1%,-1.5%,/,/,/,-0.6%,-3%,
COc1ccc(C(C(=O)OCCN(C)C)c2ccccc2)cc1 (stereo unspecified),-1.7%,12%,-7.4%,0.2%,0.7%,-48,-52,i,0.6%,-6%,
COc1ccc(C(=O)NC2CCCCCC2)cc1OC1CCN(C(C)=O)CC1,/,/,/,1.5%,0.3%,/,/,/,0.5%,-5%,
CCOCc1[nH]c(=S)[nH]c(=O)c1Cc1ccc(OCC)cc1,-3.1%,0%,-12%,0.0%,-0.7%,-6,-7,i,-0.2%,1%,
Cc1c(OCC(=O)N[C@H](C(=O)O)c2ccccc2)ccc2c3c(c(=O)oc12)CCCC3,/,17%,/,1.3%,0.7%,/,/,/,1.0%,0%,
CC1=NN(c2nc(-c3ccccc3)cs2)C(=O)C1N=Nc1ccccc1 (stereo unspecified),0.1%,2%,-0.7%,0.0%,0.4%,7,-1,i,-1.2%,-5%,
COc1ccc(-n2nc(C(=O)NCC(=O)Nc3cccc(NC(C)=O)c3)c3ccccc3c2=O)cc1,-0.8%,9%,-2.1%,0.3%,0.3%,4,12,i,0.5%,-5%,

# Assay outcomes deposited in PubChem by several laboratories.
